# HT1080 viability – cytotoxicity in HT1080 fibrosarcoma cells, cell-based, fluorescence readout (AID 620); cytotoxicity, % at 10 µM; hits with a dose series show EC50 in µM; 87,000 tested, 0.42% active; HT1080 viability, fluorescence; higher % means a stronger effect; in the data active = cytotoxicity above about 50%;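 note: cells exposed to compound overnight then 4 h with Alamar Blue; 0% = vehicle DMSO and 100% = killing control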
# * marks the source's active call; other numbers are inactive results. The list is partial (hit frequency here may not be typical).
SMILES,HT1080 viability
O=C(c1ccco1)N1CCN(C(c2cccs2)c2nnnn2C2CCCC2)CC1 (stereo not drawn),-5%
COc1ccc(OC)c2[nH]c(C(=O)O)cc12,1%
O=C(COC(=O)c1ccccc1)Nc1ccccc1N1CCOCC1,2%
O=C1NC(=O)c2cc(NC(=O)C3CCCO3)ccc21 (stereo not drawn),-7%
COc1ccc(C(=O)CC(c2ccccc2)C2C(=O)CCCC2=O)cc1 (stereo not drawn),11%
COC(=O)[C@H](CCSC)NC(=O)NCCc1ccccc1F,-2%
CCc1ccc2nc(SCC(=O)N3CCCCC3)c(C#N)cc2c1,0%
CCN(c1ccccc1)S(=O)(=O)c1ccc(N)c(OC)c1,45%
CCNC(=O)CSc1nnc(-c2ccc(OC)cc2)n1CC(C)C,-18%
O=C(Nc1nccs1)C1CCN(S(=O)(=O)c2ccc(Cl)c(C(F)(F)F)c2)CC1,23%
N#CC1=C(N)SC(C(=O)c2ccccc2)C1c1cccs1 (stereo not drawn),-2%
Cc1ccc(C(=O)N/N=C/c2ccc(S(=O)(=O)O)o2)c(Cl)c1,-5%
Cc1c(N/C=C/C(=O)c2ccc(Cl)cc2)c(=O)n(-c2ccccc2)n1C,0%
CS(=O)(=O)N(Cc1ccccc1)c1ccc(C(=O)NCCSCc2ccco2)cc1,-4%
CCN1CCN(Cc2ccc(OCc3ccccc3)c(OC)c2)CC1,-4%

# A second format for part of the listing above.
compound	HT1080 viability
CS(=O)(=O)N(Cc1ccccc1)c1ccc(C(=O)NCCSCc2ccco2)cc1	-4%
CCN1CCN(Cc2ccc(OCc3ccccc3)c(OC)c2)CC1	-4%
O=C(COC(=O)c1ccccc1)Nc1ccccc1N1CCOCC1	2%
CCN(c1ccccc1)S(=O)(=O)c1ccc(N)c(OC)c1	45%

# New compounds follow:
SMILES,HT1080 viability
CCOc1ccc(CN(Cc2ccco2)S(=O)(=O)c2ccc(-n3cnnn3)c(OC)c2)cc1,10%
COC(=O)C(OC(=O)c1ccc(OC)cc1)C(=O)OC,11%
CCn1c(O)c(/C=N/N=C/c2ccccc2)c2ccc(C3=NNC(=O)CC3)cc21,7%
CC(OC(=O)Cn1c(C(F)(F)F)nc2ccccc21)C(=O)N1CCCc2ccccc21 (stereo not drawn),0%
COc1ccccc1-n1c(-c2ccc(NS(C)(=O)=O)cc2)n[nH]c1=S,-6%
CC1=NC(=O)C(N=Nc2ccccc2)N1c1ccccc1 (stereo not drawn),3%
CN(C)/C=C1/C=C(c2ccccc2)OC1=O,-10%
Clc1ccc2c(c1)CCc1cccnc1C2=C1CCNCC1,3%
Cn1cnnc1SC(C(=O)Nc1ccc(F)cc1)c1ccccc1 (stereo not drawn),-11%
CCOC(=O)c1cnc(SCc2cccc(C)c2)nc1N,-5%
Cc1cc(C(=O)OCC(=O)Nc2ccccc2F)c(C)o1,4%
O=C1/C(=C/c2cccnc2)Oc2cc(OS(=O)(=O)c3ccc(Cl)cc3)ccc21,-1%
O=C(CSc1nc2ccccc2n1CCc1ccccc1)NC1CCS(=O)(=O)C1 (stereo not drawn),-4%
O=c1cc2c(nn1Cc1cccc(Cl)c1)-c1ccccc1CC2,-8%
CCc1c(C)nc(SCC(=O)c2cccs2)c(C#N)c1C,-9%
CCN1C(=O)CSC1=NC12CC3CC(CC(C3)C1)C2,16%
CCOC(=O)C1CCCCN1Cc1ccc(C(F)(F)F)cc1 (stereo not drawn),1%
CCOC(=O)C1=C(C)N(CCCC(=O)O)C(=O)NC1c1ccc(Br)cc1 (stereo not drawn),-8%
CCC(CC)C(=O)Nc1cccc(C(=O)NCCc2ccc(S(N)(=O)=O)cc2)c1,1%
CCOC(=O)C1=C(C)N(CCCC(=O)O)C(=O)NC1c1cc2ccccc2c2ccccc12 (stereo not drawn),-13%
CCOc1ccc(Nc2nc(Cc3nnc(SCC(=O)c4ccc(C)c(C)c4)o3)cs2)cc1,2%
CCC1=NNc2cccc3c(OC)ccc1c23,-11%
O=C1[C@@H]2[C@H](C(=O)N1Cc1ccco1)[C@H]1C=C[C@@H]2C1,-3%
Cc1cc(C)n(CCc2nc(-c3ccc(C)o3)cs2)n1,-2%
O=C1/C(=N\O)Cc2ccccc21,0%
Cc1cc(Cl)ccc1OCc1n[nH]c(=S)n1C1CCCCC1,-4%
CSc1nc(-c2ccc(C)cc2)[nH]c1S(=O)(=O)c1ccccc1,-18%
CC1C(=O)Nc2ccccc2N1C(=O)C1CC1 (stereo not drawn),-1%
CC1=C(C(=O)OCc2ccccc2)C(c2cccc3ccccc23)NC(=O)N1CCCC(=O)O (stereo not drawn),-1%
Cc1ccc(/C(N)=N/OC(=O)c2ccco2)cc1,-6%

# Copied from the list:
# CC1C(=O)Nc2ccccc2N1C(=O)C1CC1 (stereo not drawn) in HT1080 viability shows -1%
# CCOC(=O)C1=C(C)N(CCCC(=O)O)C(=O)NC1c1ccc(Br)cc1 (stereo not drawn) in HT1080 viability shows -8%
# CCOc1ccc(Nc2nc(Cc3nnc(SCC(=O)c4ccc(C)c(C)c4)o3)cs2)cc1 in HT1080 viability shows 2%

# Other entries follow.
SMILES,HT1080 viability
Cc1cc(C(F)F)n2ncc(C(=O)O)c2n1,-9%
O=C(Oc1ccc2c3c(c(=O)oc2c1)CCC3)c1ccco1,8%
Cc1nc(SCC(N)=O)[nH]c(=O)c1CCC(C)C,-3%
O=C(COC(=O)c1cccnc1SCC(=O)NCc1ccccc1)NCc1ccccc1,-6%
CC(C)Oc1ccc(Cn2c(-c3ccco3)n[nH]c2=S)cc1,2%
CC1Cc2ccccc2N1C(=O)CSc1nnc2c(n1)[nH]c1ccc(F)cc12 (stereo not drawn),-2%
COc1ccc(CNC(=O)C2CCCN(c3nccc(C)n3)C2)cc1 (stereo not drawn),13%
COc1ccc(NC(=O)CNS(=O)(=O)c2ccc(Cl)cc2)cc1,-7%
CC(C)NC(=O)c1cc2ccccc2o1,10%
COc1ccc(OCCOCCN2CCOCC2)cc1,-11%
Nc1nonc1C(=O)NCCN=Cc1ccccc1O,0%
CCN(CC)S(=O)(=O)c1cc(NC(=O)COC(=O)CCc2nc3ccccc3s2)ccc1C,-3%
CCOC(=O)c1[nH]c2ccc(OC)cc2c1NC(=O)c1cccc(OC)c1,-8%
COC(=O)C1=C(C(=O)OC)C2(OC1c1ccccc1C)C(=O)c1ccccc1C2=O (stereo not drawn),-11%
COc1ccc(Nc2ncc(C(=O)N3CCC(C(N)=O)CC3)c3ccccc23)cc1,0%
O=C(c1ccc(COc2c(F)c(F)cc(F)c2F)o1)N1CCN(c2ccccc2)CC1,-1%
COC(=O)C(NC(=O)c1ccco1)(Nc1cc(C)ccn1)C(F)(F)F (stereo not drawn),-10%
CCOc1ccc(NC(=O)c2ccc3nccnc3c2)cc1,4%
Cc1cccc2cc(CN(Cc3nnnn3C3CCCCC3)C3CCCC3)c3nnnn3c12,-6%
O=c1oc2ccccc2c(Nc2ccc(O)cc2)c1[N+](=O)[O-],-13%
O=C(NC(C(=O)N/N=C/c1c2ccccc2cc2ccccc12)c1n[nH]c(=O)c2ccccc12)c1ccccc1 (stereo not drawn),5%
CC(C)Oc1ccc(C(CC(=O)NCc2ccco2)c2ccccc2)cc1 (stereo not drawn),1%
Cc1ccc(C(=O)Nc2ncnc3sc4c(c23)CCCCC4)cc1,-17%
Fc1cnc(N2CCc3ccccc32)nc1N1CCc2ccccc21,-15%
CCOC(=O)C1=C(C)N(Cc2ccccc2)C(=O)NC1c1ccc(OC)cc1 (stereo not drawn),-3%
COC(=O)CC1(c2ccccc2)C(=O)c2ccccc2C1=O,-9%
Cc1ccc(-c2nnn(CC(=O)NCCC3=CCCCC3)n2)cc1,12%
CC1(C)Cc2c(c(N3CCCC3)[nH]c(=S)c2C#N)CO1,18%
COc1cc2c(cc1OC)C(c1ccc(-c3ccccc3Cl)o1)=NCC2,1%
COc1ccc(C2CC2/C(C)=N/OC(=O)c2cccs2)cc1 (stereo not drawn),-7%
Cc1sc(NC(=O)c2ccc(Br)s2)c(C(N)=O)c1C,-21%
COc1ccc(OC)c(NC(=O)c2cnn(-c3ccccc3Cl)c2NC(=O)c2ccco2)c1,2%
Cc1cc(-c2ccccc2)nc2[nH]n(-c3ccccc3)c(=O)c12,12%
CN1CCN(c2ncccc2S(=O)(=O)N2CCCCC2)CC1,-5%
O=C(CCSc1ccc(Cl)cc1)N1CCOCC1,-4%
COCCn1c(Cc2ccccc2)nnc1SCC(=O)N1CCCCC1C (stereo not drawn),1%
CCNC(=S)NNC(=O)c1cccnc1,-6%
COc1cccc(OCc2nnc(SCC(=O)NCc3ccco3)n2C)c1,-17%
O=C(CCn1c(=O)[nH]c2ccsc2c1=O)N(CCc1ccccc1)Cc1ccccc1,2%
O=C(c1ccc(Cl)c(Cl)c1)N1CCCC1,-3%
O=C(Cn1ncc2c3ccccc3n(Cc3ccc(F)cc3)c2c1=O)N1CCN(c2ncccn2)CC1,1%
CSc1ccccc1C(=O)NCC1CCCO1 (stereo not drawn),-4%
CCn1nc(C)c(NS(=O)(=O)c2ccc(C)cc2)c1C,-2%
Cc1ccc(Cc2cnc(NC(=O)c3ccco3)s2)cc1,-2%
CCN1C(=O)CC(N2CCN(c3ccc(C(=O)c4ccncc4)cc3)CC2)C1=O (stereo not drawn),13%

# Structures shown so far containing a COOH group:
SMILES,HT1080 viability
COc1ccc(OC)c2[nH]c(C(=O)O)cc12,1%
CCOC(=O)C1=C(C)N(CCCC(=O)O)C(=O)NC1c1ccc(Br)cc1 (stereo not drawn),-8%
CCOC(=O)C1=C(C)N(CCCC(=O)O)C(=O)NC1c1cc2ccccc2c2ccccc12 (stereo not drawn),-13%
CC1=C(C(=O)OCc2ccccc2)C(c2cccc3ccccc23)NC(=O)N1CCCC(=O)O (stereo not drawn),-1%
Cc1cc(C(F)F)n2ncc(C(=O)O)c2n1,-9%

# Going on with the list.
SMILES,HT1080 viability
CC(C)NC(=O)c1ccc(OC2CSC2)cc1,-8%
Fc1ccccc1-c1nc(-c2ccc(Cl)cc2)no1,-10%
CCN(CC)S(=O)(=O)c1ccc(NC(=O)CC(NC(C)=O)c2ccccc2)cc1 (stereo not drawn),-4%
CC1(C)CC(CC(=O)O)(c2ccc(Cl)cc2)CCO1 (stereo not drawn),-9%
COc1cccc(CNc2ccc(F)c(Cl)c2)c1OC,-7%
COc1ccccc1NC(=O)Cn1cc(C#N)c2ccccc21,16%
Cc1[nH]c2ccc(C(=O)O)cc2c1C,-5%
Cc1nn(-c2ccccc2)c2sc(-c3nnc(SCC(=O)O)o3)cc12,0%
CCC(C(=O)NC1CCCC1)N(C(=O)Cn1nnc(-c2cccs2)n1)c1cnc2ccccc2c1 (stereo not drawn),-2%
O=C1CN=C(Nc2ccccc2Cl)N1Cc1ccc2c(c1)OCO2,18%
CCC(NC(=S)NCc1ccccc1)C(=O)O (stereo not drawn),-10%
O=C(CSc1nc2ccccc2o1)NC(=O)NCc1ccccc1,-2%
O=C1CC(Nc2ccccc2)C(=O)N1Cc1ccccc1 (stereo not drawn),-9%
Cc1cc(C)c(NC(=O)CS(=O)CC(=O)NC2CCCc3ccccc32)c(C)c1 (stereo not drawn),0%
O=C(c1c(F)c(F)c(F)c(F)c1F)N(Cc1ccccc1)Cc1ccccc1,29%
Fc1c(F)c(C(F)(F)F)c(F)c(F)c1N/N=C\c1cccs1,-4%
COc1ncnc2c1cnn2-c1ccccc1,17%
COc1ccc2nc(SCC(=O)N3CCN(c4ccccc4F)CC3)c(C#N)cc2c1,-7%
COc1cccc(CC(NC(C)=O)C(=O)NC2CCN(c3nnnn3-c3ccccc3)CC2)c1 (stereo not drawn),-5%
CCOP(=O)(OCC)C(C#N)=C1SCN(c2ccc(Cl)cc2)CS1,-4%
Cc1cccc(C)c1OCC(=O)Nc1oc(-c2ccccc2)c(-c2ccccc2)c1C#N,-8%
CC(NC(=O)c1ccc(-c2cc(C(F)(F)F)ccc2Cl)o1)c1ccccc1 (stereo not drawn),36%
Cn1c(NC(=O)c2ccc(Cl)s2)cc(=O)n(C)c1=O,4%
Cc1cc(NC(=O)CN2CC(C)OC(C)C2)n(-c2nc3ccccc3s2)n1 (stereo not drawn),-7%
O=C(Nc1nnc(Cc2ccc(Cl)cc2)s1)c1ccco1,10%
COCc1nnc(NC(=O)CCSc2ccccc2)s1,18%
CC(C)(C)n1nnnc1CN1CCN2CCCC2C1 (stereo not drawn),-12%
CC(C)(C)c1cc(NC(=O)CCSc2nnc3ccccn23)cc(C(C)(C)C)c1,4%
CCOC(=O)C1(C(=O)O)NC(=O)CC1c1ccccc1 (stereo not drawn),-1%
Fc1ccc(C2=Nn3c(Cc4ccccc4F)nnc3SC2)cc1,-4%

# Ordered by length of the SMILES (ascending): part of the list above
SMILES,HT1080 viability
CCOC(=O)C1(C(=O)O)NC(=O)CC1c1ccccc1 (stereo not drawn),-1%
Fc1ccc(C2=Nn3c(Cc4ccccc4F)nnc3SC2)cc1,-4%
Fc1c(F)c(C(F)(F)F)c(F)c(F)c1N/N=C\c1cccs1,-4%
Cc1cc(NC(=O)CN2CC(C)OC(C)C2)n(-c2nc3ccccc3s2)n1 (stereo not drawn),-7%

# Going on with the list.
SMILES,HT1080 viability
Cc1cc(C(=O)OCC(=O)NC(C)(C)C)c2ccccc2n1,-14%
CC(C)c1nc(SCC(=O)Nc2ccc3c(c2)OCO3)n[nH]1,-8%
CCN(CC)C(=O)c1sc(N)c(C(=O)OC(C)C)c1C,5%
CC(=O)Oc1ccc(N(C(C)=O)S(=O)(=O)c2cccs2)c2ccccc12,-37%
Cc1cc(C)n(CC(=O)Nc2ccccc2)n1,7%
Cc1ccc(Cl)cc1NC(=O)CSC(N)=O,-8%
CCc1nnc(NC(=O)CSc2nnnn2C)s1,-1%
CCCCNC(=O)C1CCCN1C(=O)Nc1ccccc1 (stereo not drawn),2%
COc1ccc(-n2c(=O)c3ccccc3n(Cc3ccc(F)cc3)c2=O)cc1OC,6%
Cc1ccccc1NC(=O)NC1(C(=O)NCCCN2CCOCC2)CCCCC1,2%
Cn1c(=O)c(-c2ccccc2)nc2ccccc21,-19%
Cc1cccc(C)c1NC(=O)CSc1nnc(-c2ccccc2)n1Cc1ccc2c(c1)OCO2,14%
CCC(C)NC(=O)N[C@@H](CCSC)C(=O)OC (stereo partly drawn),-5%
Cc1cc(-c2ccccc2)nc(Oc2ccc(C(C)(C)C)cc2)c1S(C)(=O)=O,-10%
O=C(O)CCc1ncc(C(F)(F)F)cc1Cl,-8%
COC(=O)C1C(O)=CC(=O)CC1C (stereo not drawn),6%

# High-throughput results deposited in PubChem by Sanford-Burnham Center for Chemical Genomics.
